Screening results: PubChem BioAssay, several laboratories
TROY signal inh = TROY signaling inhibition | Q293 LMP1-TROYcd NF-kB luciferase reporter, 4 h | inhibition, % at 10 µM | 360,000 tested, 0.98% active | AID 1347056;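 active means compounds whose plate-normalised and pattern-corrected inhibition of the luciferase reporter signal at the single screening dose is 50% or more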
TLR9-MyD88 inh = blocks human TLR9 binding to MyD88. Q9NR96+Q99836. CHO BLA complementation TLR9-MyD88, CCF4 FRET ratio. inhibition, % at 4.98 µM. 340,000 tested, 0.21% active. AID 504734;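 active means inhibition above the mean over all tested compounds plus 3 SD, cut at about 21% in these data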;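 further: 0% = DMSO only wells and 100% = clavulanate BLA inhibitor control wells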
LRH-1 inv ag = NR5A2 inverse agonism in reporter assay; HEK293T StAR-luciferase reporter, LRH-1 transfected, 24 h; inhibition, % at 3.6 µM; 360,000 tested, 0.13% active;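 active means inhibition above the mean inhibition of all tested compounds plus 3 SD, cut at about 73% in these data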;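 further: 0% = DMSO wells and 100% = reporter-only cells lacking LRH-1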
Target sequence (O00482 whole entry, looked up): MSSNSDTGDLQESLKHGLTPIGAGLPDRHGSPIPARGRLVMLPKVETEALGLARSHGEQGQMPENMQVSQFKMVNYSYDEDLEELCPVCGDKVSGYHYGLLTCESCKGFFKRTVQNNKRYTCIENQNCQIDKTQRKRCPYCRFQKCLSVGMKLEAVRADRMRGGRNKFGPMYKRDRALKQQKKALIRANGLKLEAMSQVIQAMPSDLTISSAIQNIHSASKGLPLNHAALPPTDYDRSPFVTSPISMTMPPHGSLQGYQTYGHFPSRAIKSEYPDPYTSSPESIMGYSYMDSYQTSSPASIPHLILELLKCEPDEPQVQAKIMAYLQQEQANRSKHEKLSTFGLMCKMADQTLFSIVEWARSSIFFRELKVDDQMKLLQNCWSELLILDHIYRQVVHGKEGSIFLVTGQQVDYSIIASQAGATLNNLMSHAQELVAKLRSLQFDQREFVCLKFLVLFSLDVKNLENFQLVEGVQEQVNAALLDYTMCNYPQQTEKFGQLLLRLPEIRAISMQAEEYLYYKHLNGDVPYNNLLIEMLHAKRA
NOD2 RIPK2 PPI = inhibitors of human NOD2-RIPK2 interaction; O43353; CHO BLA complementation NOD2-RIPK2, CCF4 ratio; inhibition, % at 4.98 µM; 360,000 tested, 0.38% active; in the data active means inhibition above about 21%;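 further: 0% = vehicle only and 100% = reference blocker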
C8 TRAIL sens = sensitizes caspase-8 expressing cells to TRAIL; inhibition (viability loss, TRAIL sensitization), % at 10 µM; NB7+C8 cells + TRAIL, ATPlite viability luminescence; AID 624354; 360,000 tested, 1% active;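 active means compounds causing at least 50% loss of cell viability in the single-dose screen, relative to plate controls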
NCOA1 inh = inhibitors of human steroid receptor coactivator 1 (SRC1); Q15788; AID 588354; 360,000 tested, 0.12% active; HEK293 GAL4-SRC1 luciferase reporter, luminescence; inhibition, % at 3.6 µM;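 active means inhibition above the campaign mean plus 3 SD, with each screening campaign given its own cutoff, cut at about 60% in these data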;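 further: 0% = DMSO treated cells and 100% = gossypol at 36 µM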
Vif inh = blocks HIV Vif function; HEK293T cells, Vif self-association by quenched fluorescence, imaging, 24 h; inhibition, % at 7.49 µM; 340,000 tested, 0.35% active; in the data active means inhibition above about 50%, passing the limit was not always enough; further: some results filed as inactive read as strong as hits
NR2F2 inh = blocks human COUP-TFII nuclear receptor; P24468; HEK293T NGFI-A luciferase reporter, luminescence; inhibition, % at 8.6 µM; 370,000 tested, 0.7% active; AID 686940;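 active means inhibition above a per-plate cutoff, mean inhibition of test wells between control levels plus 3 SD, cut at about 38% in these data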;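 further: cells cotransfected with COUP-TFII expression vector driving the NGFI-A reporter; 0% = median of COUP-TF2 test wells and 100% = reporter-only cells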
Target sequence (P24468 whole entry, looked up): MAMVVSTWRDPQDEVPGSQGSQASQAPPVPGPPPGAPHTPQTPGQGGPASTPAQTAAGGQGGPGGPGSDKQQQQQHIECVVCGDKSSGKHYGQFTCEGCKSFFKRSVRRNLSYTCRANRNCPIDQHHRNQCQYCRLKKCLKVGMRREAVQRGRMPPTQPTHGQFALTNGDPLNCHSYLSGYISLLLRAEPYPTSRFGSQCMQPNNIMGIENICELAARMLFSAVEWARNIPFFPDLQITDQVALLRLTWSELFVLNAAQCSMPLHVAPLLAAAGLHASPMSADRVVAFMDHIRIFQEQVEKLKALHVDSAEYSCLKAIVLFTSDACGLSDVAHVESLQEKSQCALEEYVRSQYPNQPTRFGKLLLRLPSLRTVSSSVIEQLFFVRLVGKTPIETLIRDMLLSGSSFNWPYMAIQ
NCOA3 inh = inhibits human SRC3 coactivator. inhibition, % at 3.6 µM. 360,000 tested, 0.17% active. HEK293 GAL4-SRC3 luciferase reporter, luminescence. Q9Y6Q9;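 active means inhibition above a per-campaign cutoff, the mean of all compounds plus 3 SD, cut at about 60% in these data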;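 further: 0% = DMSO-treated cells and 100% = gossypol-treated cells at 36 µM; higher means less SRC3-driven luciferase light from the GAL4 reporter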
SRC2 inh = inhibits human steroid receptor coactivator 2. inhibition, % at 9 µM. 370,000 tested, 0.17% active. HEK293 GAL4-SRC2 luciferase reporter, luminescence. Q15596;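 active means inhibition above the mean inhibition of all tested compounds plus 3 SD, set per campaign, cut at about 52% in these data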;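 further: 0% = DMSO treated cells and 100% = cells given Gossypol at 36 µM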
EBV LMP1 NFkB = reduces LMP1-driven NF-kappaB luciferase signal; LMP1-induced NF-kappaB luciferase reporter cells, luminescence; inhibition, % at 12.5 µM; 350,000 tested, 0.69% active; AID 504558; in the data active means inhibition above about 41%;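 further: 0% = neutral control wells and 100% = reference inhibitor control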
Starred values were filed as active, the others as inactive; / = not tested or not shown. A portion of the library; rates above refer to the full screens.

The line under a structure holds: TROY signal inh, TLR9-MyD88 inh, LRH-1 inv ag, NOD2 RIPK2 PPI, C8 TRAIL sens, NCOA1 inh, Vif inh, NR2F2 inh, NCOA3 inh, SRC2 inh, EBV LMP1 NFkB
CC(=O)c1cccc(OCc2cc(C(=O)N(C)CCc3ccccn3)no2)c1
 : -8, -8, -9, -18, -3, -19, 9, -3, 5, -30, 2
COc1ccccc1CNC(=O)c1cc(C(C)=O)c[nH]1
 : -25, -4, 1, -1, -11, 24, -7, -9, 21, 8, -13
CCC(C)c1ccc(NC(=O)C2CC2)cc1 (centres undefined)
 : -33, 1, -79, 1, 16, -31, /, -17, -25, -43, -13
COc1cc(OC)nc(Oc2ccccc2C(=O)Oc2ccc(Cl)cc2)n1
 : -4, -16, 8, -4, 2, 9, 0, 16, -1, -4, 0
CC(NC(=O)c1cccnc1)C(=O)N1CCCCC1 (centres undefined)
 : -10, -7, 1, 5, -1, -5, 1, 3, 23, 9, -1
O=C(Nc1ccc(-c2nc3cc(Cl)ccc3o2)cc1)C1CCCO1 (centres undefined)
 : 10, -2, -69, -2, 23, -118, -4, -41, -68, -92, -30
CN(Cc1ccccc1)C(=O)c1[nH]cnc1C(=O)Nc1ccon1
 : 0, 3, -11, 2, 3, 7, 3, 9, 8, -3, -1
Cc1ccc(NC(=O)CN2C(=O)S/C(=C\c3cccn3-c3cccc(C(=O)O)c3)C2=O)c(C)c1
 : -6, 3, 7, -4, 2, -5, 19, /, 16, /, -14
COc1ccc(CC(=O)NCc2ccc(Cl)cc2)cc1S(=O)(=O)N1CCOCC1
 : 5, 7, 9, -5, -12, -1, 5, -6, 6, 2, 5
O=C(Cn1c(C(=O)NCCCN2CCOCC2)cc2sccc21)c1ccccc1
 : -2, 4, -9, -3, -5, -7, -1, -11, 10, -14, 9
CC(=O)c1cc2c(cc1NS(=O)(=O)c1ccc(C)cc1)OCO2
 : 6, 7, 14, 5, -1, -3, -8, -1, 16, 8, 2
CCc1nc(-c2ccccc2O)n(-c2ccccc2)n1
 : -18, -4, 0, -2, 7, 3, 8, 10, 10, -34, -7
CC(=O)N1CCc2cc(S(=O)(=O)N3CC(C)CC(C)C3)ccc21 (centres undefined)
 : -16, -2, -27, -8, 16, 20, -1, 3, 3, -5, 1
Cc1nnc(NC2=NCCC2)o1
 : -8, 7, 5, -4, -6, 2, 2, 15, -17, -27, 3
CCOc1ccc(Br)cc1C(=O)Nc1ccc(C(=O)NCC(C)C)cc1
 : -27, -14, 2, -5, 41, -9, -3, -1, 30, -35, 6
O=C(NC1CCCC1)c1ccc(S(=O)(=O)N2CCOCC2)cc1
 : -9, 6, -9, -4, -25, -1, -2, 5, 17, -18, 1
COc1ccc(NC(=O)C2(C)CCN2Cc2csc3ccccc23)cc1OC (centres undefined)
 : 14, /, 0, 8, -5, 15, /, 27, 9, -34, /
Nc1nonc1-n1nnc(C(=O)N/N=C/C=C/c2ccccc2)c1CSC1=NCCS1
 : -21, /, -16, 2, 27, 7, /, -6, -17, -7, /
COC(=O)N1CC(C)N(C(=O)OC)CC1C (centres undefined)
 : /, -3, 9, -17, 12, -2, -15, -3, -1, -11, -3
Cn1cc(S(=O)(=O)NC2CCCCCC2)c(=O)n(C)c1=O
 : 0, -2, 13, -13, 8, -15, -4, 0, -13, 1, 6
COc1ccc(-n2nnnc2CNC(=O)c2ccc3ccccc3c2)cc1
 : 47, 4, -2, 4, 7, -17, -1, 0, 24, -12, 4
C[C@H]1CN([C@@H](C)CO)C(=O)Cc2cc(NC(=O)Cc3ccccc3)ccc2O[C@H]1CN(C)C(=O)Nc1cccc2ccccc12
 : 7, -4, 18, -10, -13, -6, 9, 3, 3, -24, -14
Cc1ccc(NC(=O)CNCc2ccccc2)c(Br)c1
 : -50, 9, -40, -4, 2, -21, -2, -22, -25, -6, -28
O=c1oc2ccccc2c2nccnc12
 : -1, -9, 11, -3, -5, 14, -4, -7, 3, -31, 7
CCCCC1=CC2=CC(=O)C(C)(OC(=O)CC)C(=O)C2=CN1CC(C)C (centres undefined)
 : 8, 3, -24, 15, 3, -14, 10, 4, -9, -25, -1
CC12CN(C(=O)c3cccc([N+](=O)[O-])c3)C3(C#N)CC1CCC23C (centres undefined)
 : 9, 0, 9, -4, 1, -20, -2, -5, -13, 13, -1
Cc1ccc2cc(CCNC(=O)c3cccs3)c(=O)[nH]c2c1C
 : -38, 12, -108, -1, 9, -93, -9, -35, -110, -85, -42
Fc1ccccc1C(c1nnnn1Cc1ccc2c(c1)OCO2)N1CCN(Cc2ccco2)CC1 (centres undefined)
 : 3, -1, -3, -5, 10, -7, 2, 29, 9, -38, -1
Cc1[nH]n(-c2ncc(-c3ccc(Cl)cc3)s2)c(=O)c1C(c1ccc(Cl)cc1)C(C#N)C#N (centres undefined)
 : 14, -8, -19, 0, 2, -7, /, /, -9, /, 2
COc1cc(/C=N/N2CCN(C3c4ccccc4-c4ccccc43)CC2)cc(OC)c1OC
 : 28, -3, 7, -2, 0, 0, -1, -7, 5, 3, 6

Results in TLR9-MyD88 inh, EBV LMP1 NFkB and Vif inh, for five of the compounds above:
molecule | TLR9-MyD88 inh | EBV LMP1 NFkB | Vif inh
O=C(Nc1ccc(-c2nc3cc(Cl)ccc3o2)cc1)C1CCCO1 (centres undefined) | -2 | -30 | -4
CN(Cc1ccccc1)C(=O)c1[nH]cnc1C(=O)Nc1ccon1 | 3 | -1 | 3
Cc1ccc(NC(=O)CN2C(=O)S/C(=C\c3cccn3-c3cccc(C(=O)O)c3)C2=O)c(C)c1 | 3 | -14 | 19
COc1ccc(CC(=O)NCc2ccc(Cl)cc2)cc1S(=O)(=O)N1CCOCC1 | 7 | 5 | 5
O=C(Cn1c(C(=O)NCCCN2CCOCC2)cc2sccc21)c1ccccc1 | 4 | 9 | -1

One compound at a time, as listed above. Values in the order: TROY signal inh | TLR9-MyD88 inh | LRH-1 inv ag | NOD2 RIPK2 PPI | C8 TRAIL sens | NCOA1 inh | Vif inh | NR2F2 inh | NCOA3 inh | SRC2 inh | EBV LMP1 NFkB
`Cn1cc(S(=O)(=O)NC2CCCCCC2)c(=O)n(C)c1=O` in the list: 0 | -2 | 13 | -13 | 8 | -15 | -4 | 0 | -13 | 1 | 6
`COC(=O)N1CC(C)N(C(=O)OC)CC1C` (centres undefined) in the list: / | -3 | 9 | -17 | 12 | -2 | -15 | -3 | -1 | -11 | -3
`Fc1ccccc1C(c1nnnn1Cc1ccc2c(c1)OCO2)N1CCN(Cc2ccco2)CC1` (centres undefined) in the list: 3 | -1 | -3 | -5 | 10 | -7 | 2 | 29 | 9 | -38 | -1

Gathered by group: those above containing a cyano group (2)
The line under a structure holds: TROY signal inh, TLR9-MyD88 inh, LRH-1 inv ag, NOD2 RIPK2 PPI, C8 TRAIL sens, NCOA1 inh, Vif inh, NR2F2 inh, NCOA3 inh, SRC2 inh, EBV LMP1 NFkB
CC12CN(C(=O)c3cccc([N+](=O)[O-])c3)C3(C#N)CC1CCC23C (centres undefined)
 : 9, 0, 9, -4, 1, -20, -2, -5, -13, 13, -1
Cc1[nH]n(-c2ncc(-c3ccc(Cl)cc3)s2)c(=O)c1C(c1ccc(Cl)cc1)C(C#N)C#N (centres undefined)
 : 14, -8, -19, 0, 2, -7, /, /, -9, /, 2

Other structures:
The line under a structure holds: TROY signal inh, TLR9-MyD88 inh, LRH-1 inv ag, NOD2 RIPK2 PPI, C8 TRAIL sens, NCOA1 inh, Vif inh, NR2F2 inh, NCOA3 inh, SRC2 inh, EBV LMP1 NFkB
[O-][n+]1cc(Cl)cc(Cl)c1
 : -15, /, -22, 8, 0, -9, 2, 0, 4, 15, /
CN1OC[C@@H]2CN(C(=O)CCc3ccccc3)[C@H](c3ccc(-n4ccnc4)cc3)C[C@@H]21
 : -5, /, 7, 9, 5, 5, 6, 2, -23, 16, /
COc1ccc(-n2c(SCC(=O)Nc3ccccc3)nc3c(c2=O)SCC3)cc1
 : 4, -4, 4, -7, 3, -3, /, 20, 0, -2, 2
CCN(CC)C(=O)CSc1nnnn1-c1ccc(F)c(Cl)c1
 : -13, 3, 6, 1, -9, 13, 4, 4, 4, -8, 3
C/C(N)=C(/C#N)C(=O)COC(=O)CC1CCCC1
 : -17, -4, 20, -4, -1, 8, -3, -4, -5, 4, 1
COc1ccc(-n2cc(CNCCCn3ccnc3)c(-c3ccccc3Cl)n2)cc1
 : 13, 1, -7, 7, -2, -5, -1, -14, 7, -24, -4
c1cncc(CNc2ccc3c(c2)OCO3)c1
 : -7, -5, -10, -7, -8, 1, 3, -8, -8, -5, 0
c1ccc(CNc2nc(N3CCN(Cc4ccccc4)CC3)nc3ccccc23)cc1
 : 39, /, -17, 8, 20, 6, /, 28, 1, 5, /
CN(C)Cc1csc(Nc2ccc(C(F)(F)F)cn2)n1
 : -19, /, 3, -2, 3, -40, -1, 3, -40, -12, /
COCC(C)NC(=O)COc1nncc2ccccc12 (centres undefined)
 : 5, 5, -9, -6, -7, -16, 2, -9, 13, -2, -5
Cc1ccc2oc(C(=O)N3CCN(c4cccc(C)n4)CC3)c(C)c2c1
 : -33, 0, -16, -4, -1, -24, 0, 6, -19, -52, -15
Cc1cc(-c2nnc(SCC(=O)Nc3ccc(C(F)(F)F)cc3)n2C)no1
 : -7, 1, 18, -3, -26, 11, -1, 12, 3, -14, 5
COCCNC(=O)C(c1cccs1)N(C(=O)Cn1nnc2ccccc21)c1cccc(C(C)=O)c1 (centres undefined)
 : -2, -11, -10, 5, 10, 11, 1, 3, 2, -19, -1
O=C(c1ccc(CNc2c(N3CCCC3)c(=O)c2=O)cc1)N1CC=C(c2ccccc2)CC1
 : 23, 4, 0, 1, -3, 17, 20, 16, 14, 26, 10
